Screens: PubChem BioAssay, Broad Institute
TcdB GH inh – blocks C. difficile toxin B glycohydrolase activity; actives 0.24% (n = 350,000); P18177; inhibition, % at 9.99 µM; TcdB glycohydrolase enzymatic assay, plate reader; in the data active = inhibition above about 10%
Target sequence (P18177 whole entry, looked up): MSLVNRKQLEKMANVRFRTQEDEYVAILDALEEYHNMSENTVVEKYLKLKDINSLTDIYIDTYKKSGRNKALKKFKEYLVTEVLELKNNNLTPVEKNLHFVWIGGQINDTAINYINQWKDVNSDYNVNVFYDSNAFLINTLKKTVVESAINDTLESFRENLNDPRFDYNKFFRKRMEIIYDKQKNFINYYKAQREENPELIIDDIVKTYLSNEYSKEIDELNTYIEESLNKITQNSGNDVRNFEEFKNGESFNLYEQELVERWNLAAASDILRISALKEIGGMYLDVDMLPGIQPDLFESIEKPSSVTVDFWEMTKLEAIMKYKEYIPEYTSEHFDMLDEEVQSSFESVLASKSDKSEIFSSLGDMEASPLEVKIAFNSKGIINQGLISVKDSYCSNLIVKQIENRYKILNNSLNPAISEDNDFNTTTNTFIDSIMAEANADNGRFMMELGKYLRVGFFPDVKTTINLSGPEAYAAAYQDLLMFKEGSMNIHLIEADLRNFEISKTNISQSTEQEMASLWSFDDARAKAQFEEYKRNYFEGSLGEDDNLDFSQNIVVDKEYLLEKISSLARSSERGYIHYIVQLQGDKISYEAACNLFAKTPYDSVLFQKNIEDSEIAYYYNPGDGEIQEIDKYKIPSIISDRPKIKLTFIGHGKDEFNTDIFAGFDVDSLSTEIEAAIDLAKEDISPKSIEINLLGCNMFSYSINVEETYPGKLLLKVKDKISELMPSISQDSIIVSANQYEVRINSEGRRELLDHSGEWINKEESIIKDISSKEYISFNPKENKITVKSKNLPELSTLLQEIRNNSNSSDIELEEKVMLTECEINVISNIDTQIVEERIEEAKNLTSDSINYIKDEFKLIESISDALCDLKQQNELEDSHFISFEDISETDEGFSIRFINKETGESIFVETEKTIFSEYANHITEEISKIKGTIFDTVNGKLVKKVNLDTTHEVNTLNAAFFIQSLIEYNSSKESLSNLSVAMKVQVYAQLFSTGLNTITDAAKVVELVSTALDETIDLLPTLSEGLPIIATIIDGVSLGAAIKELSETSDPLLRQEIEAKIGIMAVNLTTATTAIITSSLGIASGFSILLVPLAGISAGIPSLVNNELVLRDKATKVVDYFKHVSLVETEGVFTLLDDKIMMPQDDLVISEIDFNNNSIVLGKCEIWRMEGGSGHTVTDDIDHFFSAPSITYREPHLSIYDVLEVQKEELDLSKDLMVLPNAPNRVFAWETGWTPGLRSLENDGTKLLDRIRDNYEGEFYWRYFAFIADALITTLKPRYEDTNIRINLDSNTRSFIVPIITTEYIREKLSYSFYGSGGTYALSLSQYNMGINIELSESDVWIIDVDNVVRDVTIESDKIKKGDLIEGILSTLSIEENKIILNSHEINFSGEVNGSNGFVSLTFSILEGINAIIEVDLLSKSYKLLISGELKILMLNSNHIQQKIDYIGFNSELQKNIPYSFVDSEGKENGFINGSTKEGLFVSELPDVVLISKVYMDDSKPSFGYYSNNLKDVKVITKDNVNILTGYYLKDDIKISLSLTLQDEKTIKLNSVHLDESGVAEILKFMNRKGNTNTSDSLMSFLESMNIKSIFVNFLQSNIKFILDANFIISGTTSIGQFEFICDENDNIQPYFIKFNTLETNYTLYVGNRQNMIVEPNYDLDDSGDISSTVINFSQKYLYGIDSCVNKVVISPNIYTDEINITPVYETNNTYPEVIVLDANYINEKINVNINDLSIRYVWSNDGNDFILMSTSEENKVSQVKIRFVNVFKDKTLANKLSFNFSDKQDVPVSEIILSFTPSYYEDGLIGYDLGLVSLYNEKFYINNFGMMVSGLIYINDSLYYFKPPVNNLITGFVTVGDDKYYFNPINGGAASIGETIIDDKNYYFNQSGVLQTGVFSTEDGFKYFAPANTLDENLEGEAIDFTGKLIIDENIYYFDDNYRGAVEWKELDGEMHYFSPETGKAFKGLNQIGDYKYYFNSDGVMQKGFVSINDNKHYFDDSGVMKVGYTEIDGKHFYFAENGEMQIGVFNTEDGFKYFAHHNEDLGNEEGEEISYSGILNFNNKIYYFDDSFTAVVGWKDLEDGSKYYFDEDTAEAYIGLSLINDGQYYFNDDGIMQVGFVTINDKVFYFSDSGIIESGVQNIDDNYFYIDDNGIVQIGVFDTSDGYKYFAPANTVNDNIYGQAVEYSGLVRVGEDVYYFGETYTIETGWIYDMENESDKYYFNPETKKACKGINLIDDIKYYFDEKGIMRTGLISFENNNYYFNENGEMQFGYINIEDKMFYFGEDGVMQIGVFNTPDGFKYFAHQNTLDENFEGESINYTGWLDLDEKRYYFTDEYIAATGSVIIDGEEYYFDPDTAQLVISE
* marks the source's active call; other numbers are inactive results; & = joins results of further samples. An excerpt, so the mix of outcomes need not match the whole.

SMILES	TcdB GH inh
Cc1cccc(C)c1NC(=O)C(c1cccc2ccccc12)n1c(=O)c(-c2cc3ccccc3[nH]2)nc2ccccc21 (centres undefined)	-0.4
C[C@H]1CN([C@@H](C)CO)C(=O)c2cc(NS(=O)(=O)c3cccs3)ccc2O[C@H]1CN(C)Cc1ccc(C(=O)Nc2ccccc2N)cc1	-0.4
O=C1NC[C@@H](CCCCN2C[C@H](Cc3ccccc3)N(CCc3ccccc3)C(=O)C2=O)N(CCc2ccccc2)C1=O	2.1
CN(C)CC(=O)N1[C@@H](CO)[C@@H](c2ccccc2)C12CN(Cc1cccnc1)C2	0.3
O=[N+]([O-])c1cnccc1-n1nnc2ccccc21	0.6
CC(=O)N1CC(=O)N2[C@H](C1)[C@@H](c1ccc(-c3ccc(C(=O)N(C)C)cc3)cc1)[C@@H]2CO	-1.7
C=CCN=C1NC(CCc2ccccc2)C(C(=O)OC)=C(C)N1C (centres undefined)	1.4
O=C(CN1CCOCC1)N(CC1CCC1)C[C@H]1N[C@H](CO)[C@@H]1c1ccccc1	-7.0
COc1cccc(S(=O)(=O)N[C@H]2C=C[C@H](CC(=O)NCc3ccncc3)O[C@H]2CO)c1	-0.4
CN1c2ccc(-c3cccc(C#N)c3)cc2[C@@H]2[C@@H](CCN2C(=O)CN2CCOCC2)[C@H]1CO	-1.4
CCC(=O)N(C)C[C@H]1[C@@H](c2ccc(-c3cccc(F)c3)cc2)[C@@H](CO)N1C(C)=O	1.6
O=C(c1ccncc1)N1CC(=O)N2[C@@H](CO)[C@H](c3ccc(/C=C/c4ccccc4)cc3)[C@@H]2C1	0.7
CCOC(=O)[C@]12CCCC=C1N(Cc1ccc(Cl)cc1Cl)C(=O)[C@H](CC(=O)NCc1ccccc1)C2	-0.9
CCC(=O)N1CC(=O)N2[C@H](CO)[C@H](c3ccc(C#CCc4ccccc4)cc3)[C@H]2C1	-0.7
CC(C)(C)S(=O)N1Cc2cc(C(=O)NCc3ccc(Oc4ccccc4)cc3)nc(-c3cccc(C#CCC4CCCC4)c3)c2[C@@H]1CCO (some centres undefined)	-0.5
O=C(C[C@@H]1C=C[C@H](NC(=O)c2cccnc2)[C@H](CO)O1)NCc1ccncn1	-1.5
O=C(CN1CCOCC1)N1CC2(C1)[C@H](c1ccccc1)[C@@H](CO)N2Cc1cccc(F)c1	-5.3
COCC(=O)N1CC2(CN(Cc3cccnc3)C2)c2c(n(C)c3cc(OC)ccc23)[C@@H]1CO	0.8
COc1ccc2c3c([nH]c2c1)[C@H](CO)N(Cc1ccccc1OC)CC31CN(C)C1	-0.7
COc1ccc2c3c(n(C)c2c1)[C@H](CO)NCC31CCN(C(=O)c2cccc(F)c2)CC1	-2.3
C[C@@H]1CN([C@H](C)CO)C(=O)Cc2cc(NS(=O)(=O)c3ccccc3)ccc2O[C@@H]1CN(C)S(=O)(=O)c1cccs1	1.6
CC(C)C#Cc1ccc([C@@H]2[C@@H](CO)N3C(=O)CN(C(=O)c4ccccn4)C[C@@H]23)cc1	2.7
O=C(C[C@H]1C=C[C@H](NC(=O)c2ccncc2)[C@@H](CO)O1)NCc1ccncn1	1.0
C[C@H](CO)N1C[C@H](C)[C@H](CN(C)S(=O)(=O)c2ccc(Cl)cc2)Oc2ccc(NC(=O)Cn3cnnn3)cc2C1=O	0.1
CCCCCCCCN1C(=O)[C@H](CC(=O)NCCCCc2ccccc2)C[C@@]2(C(=O)OC)CC(C)(C)CC=C12	-0.1
CC(C)=CCC[C@H](C)C[C@@H]1Cc2[nH][nH]c(=O)c2[C@H](c2ccc(F)cc2)O1	-1.3
CCOC(=O)Cc1c(-c2cccc(Br)c2)nc2c3ccccc3ccn12	0.3
CCCNC(=O)[C@@H]1[C@@H](CO)[C@@H]2Cn3c(cccc3=O)[C@@H]2N1CC	-1.4
CCOC(=O)C1=C(C(=O)OCC)C2N(Cc3ccccc3)c3ccccc3[C@@]23C[C@@H](C(=O)OC)N(S(=O)(=O)c2ccc(C(F)(F)F)cc2)C3=N1 (some centres undefined)	0.6
O=C1NC[C@@H](CCCCN2C[C@H](Cc3ccc(O)cc3)N(Cc3ccccc3)C(=O)C2=O)N(CCC2CCCCC2)C1=O	-0.7
Cc1ccc(S(=O)(=O)Nc2ccc3c(c2)C(=O)N([C@H](C)CO)C[C@@H](C)[C@H](CN(C)Cc2ccc(C(=O)Nc4ccccc4N)cc2)O3)cc1	-0.4
CCCCCCCCN1C(=O)[C@H](CC(=O)NCCC(C)C)C[C@@]2(C(=O)OC)CCCCC=C12	1.8
Cc1ccccc1-c1ccc([C@@H]2[C@@H](CO)N3C(=O)CN(C(=O)Cc4ccccn4)C[C@H]23)cc1	-1.2
COc1cccc(CNC(=O)[C@@H]2CCCN2C(=O)[C@H]2CCCCN2C(=O)c2c(F)cccc2F)c1	3.3
COc1cccc(CN2[C@H](CO)[C@H](c3ccccc3)C23CN(C(=O)C2CCCCC2)C3)c1	1.0
COC(=O)c1ccc(CN2CC(=O)N3[C@H](CO)[C@H](c4ccc(-c5cccnc5)cc4)[C@@H]3C2)cc1	0.0
C=CCC[C@H](CCCCC)OC(=O)/C=C/[C@H](O)[C@@H](O)C[C@H](O)CC=C	3.1
O=C(NCc1ccc(F)cc1F)[C@@H]1CCCN1C(=O)[C@@H]1CCCN1	4.8
Cc1ccc(C2=CC(=O)CC(C)(C)C2=O)cc1	0.0
COCC(=O)Nc1ccc2c(c1)OC[C@H](C)N(Cc1ccccc1F)C[C@H](C)[C@H](OC)CN(C)C2=O	0.0
COc1ccc2c3c([nH]c2c1)[C@H](CO)N(C(=O)c1ccncc1)CC31CCN(C(=O)NC(C)C)CC1	-2.6
COc1ccc(CN2C(=O)c3cccc4cccc(c34)C2c2nc3ccccc3[nH]2)cc1 (centres undefined)	-0.1
COC(=O)[C@]12CCCCC=C1N(Cc1ccco1)C(=O)[C@H](CC(=O)NCc1cccc3ccccc13)C2	0.6
C[C@@H]1CN([C@@H](C)CO)C(=O)c2ccccc2-c2ccccc2CO[C@@H]1CN(C)Cc1ccc(Cl)c(Cl)c1	0.2
CN1OC[C@@H]2CN3C(=NCCc4ccccc4)Sc4ccccc4[C@@H]3C[C@@H]21	-0.9
N#Cc1ccc(-c2ccc(C3[C@@H]4CN(C(=O)c5cccnc5)C[C@H]3N4)cc2)cc1 (some centres undefined)	-0.6&-0.4
C1=C[C@H]2CCCN3CC[C@@H]([C@@H]2[C@]32CO2)[C@H]1CCOCc1ccccc1	1.2
CCCNC(=O)N1CC2(CCN(C(=O)CC3CC3)CC2)c2c(n(C)c3cc(OC)ccc23)[C@@H]1CO	-0.3
COc1ccccc1NC(=O)N1CC(=O)N2[C@H](CO)[C@@H](c3ccc(-c4cccc(C)c4)cc3)[C@H]2C1	0.5
O=C(Nc1ccc(F)cc1)N1CC(=O)N2[C@@H](CO)[C@H](c3ccc(C#Cc4ccc(F)cc4)cc3)[C@@H]2C1	0.1

(cont.)
SMILES	TcdB GH inh
CCCCC[C@@H](C)N1C[C@H](COCc2ccccc2)Oc2cc(N3CC[C@H](N(C)C)C3)ccc2S1(=O)=O	1.4
O=C(C[C@H]1CC[C@H](NC(=O)C2CCOCC2)[C@H](CO)O1)Nc1ccccc1	-1.6
O=C(C1CCCC1)N1CC(=O)N2[C@H](CO)[C@H](c3ccc(Br)cc3)[C@@H]2C1	-1.5
O=C(C1CCOCC1)N1CC(=O)N2[C@H](CO)[C@H](c3ccc(C#CCc4ccccc4)cc3)[C@H]2C1	-0.2
CCCNC(=O)N1CCC2(CC1)CN(Cc1cccc(F)c1)[C@@H](CO)c1[nH]c3cc(OC)ccc3c12	0.3
COc1ccccc1S(=O)(=O)N1[C@@H]2CNC[C@H]1C2c1ccc(-c2ccccc2)cc1 (some centres undefined)	-0.6&-0.1
Cc1cc2nc(C3CCCCC3)c(Cc3cccc(Cl)c3)n2c(C)c1Br	-0.5
COCC(=O)N1CC2(C1)[C@@H](c1ccc(-c3ccc(F)cc3)cc1)[C@H](CO)N2C(=O)C1CC1	-0.1
C[C@H](CO)N1C[C@H](C)[C@H](CN(C)S(=O)(=O)c2ccc(-n3cccn3)cc2)OCc2cn(nn2)CCCC1=O	0.9
O=C(c1cnccn1)N1CC(=O)N2[C@@H](CO)[C@H](c3ccc(C#CC4CCCCC4)cc3)[C@@H]2C1	-0.1
COc1ccc2c3c([nH]c2c1)[C@@H](CO)NCC31CN(C(=O)C2CCCC2)C1	-0.4
O=C1CNC[C@H]2[C@@H](c3ccc(C4=CCCC4)cc3)[C@@H](CO)N12	-0.1
COC(=O)[C@]12C[C@H](CC(=O)N3CCCC3)C(=O)N(Cc3ccccc3)C1=C[C@H](C1CCCC1)O[C@@H]2C	0.2
COc1cccc(-c2ccc(C3[C@H]4CNC[C@@H]3N4S(=O)(=O)c3cn(C)cn3)cc2)c1 (some centres undefined)	-1.1&-0.6
CC(C)CC#Cc1ccc([C@H]2[C@H](CO)N3C(=O)CN(C(=O)NC4CCCC4)C[C@@H]23)cc1	0.0
COc1cccc(S(=O)(=O)N2[C@@H]3CNC[C@H]2C3c2ccc(/C=C/c3ccccc3)cc2)c1 (some centres undefined)	1.0&0.4
COc1ccc(S(=O)(=O)N(C)C[C@@H]2OCCCC[C@@H](C)Oc3ccc(NS(=O)(=O)c4ccc(Cl)cc4)cc3C(=O)N([C@@H](C)CO)C[C@@H]2C)cc1	-6.9
COc1ccc(S(=O)(=O)N(C)C[C@@H]2OCCCC[C@H](C)Oc3ccc(NS(=O)(=O)c4ccc(Cl)cc4)cc3C(=O)N([C@@H](C)CO)C[C@H]2C)cc1	0.2
CC(C)NC(=O)N1CC(=O)N2[C@H](C1)[C@@H](c1ccc(/C=C/c3ccccc3)cc1)[C@@H]2CO	0.1
C[C@H]1CN([C@@H](C)CO)C(=O)Cc2cc(NS(=O)(=O)c3ccc(F)cc3)ccc2O[C@@H]1CN(C)C(=O)Nc1cccc2ccccc12	0.9

13 entries from above, sorted by SMILES length, descending.
SMILES	TcdB GH inh
COc1ccc(S(=O)(=O)N(C)C[C@@H]2OCCCC[C@@H](C)Oc3ccc(NS(=O)(=O)c4ccc(Cl)cc4)cc3C(=O)N([C@@H](C)CO)C[C@@H]2C)cc1	-6.9
COc1ccc(S(=O)(=O)N(C)C[C@@H]2OCCCC[C@H](C)Oc3ccc(NS(=O)(=O)c4ccc(Cl)cc4)cc3C(=O)N([C@@H](C)CO)C[C@H]2C)cc1	0.2
C[C@H]1CN([C@@H](C)CO)C(=O)Cc2cc(NS(=O)(=O)c3ccc(F)cc3)ccc2O[C@@H]1CN(C)C(=O)Nc1cccc2ccccc12	0.9
C[C@H](CO)N1C[C@H](C)[C@H](CN(C)S(=O)(=O)c2ccc(-n3cccn3)cc2)OCc2cn(nn2)CCCC1=O	0.9
O=C(c1cnccn1)N1CC(=O)N2[C@@H](CO)[C@H](c3ccc(C#CC4CCCCC4)cc3)[C@@H]2C1	-0.1
COCC(=O)N1CC2(C1)[C@@H](c1ccc(-c3ccc(F)cc3)cc1)[C@H](CO)N2C(=O)C1CC1	-0.1
CCCNC(=O)N1CCC2(CC1)CN(Cc1cccc(F)c1)[C@@H](CO)c1[nH]c3cc(OC)ccc3c12	0.3
COc1cccc(S(=O)(=O)N2[C@@H]3CNC[C@H]2C3c2ccc(/C=C/c3ccccc3)cc2)c1 (some centres undefined)	1.0&0.4
COc1cccc(-c2ccc(C3[C@H]4CNC[C@@H]3N4S(=O)(=O)c3cn(C)cn3)cc2)c1 (some centres undefined)	-1.1&-0.6
COc1ccccc1S(=O)(=O)N1[C@@H]2CNC[C@H]1C2c1ccc(-c2ccccc2)cc1 (some centres undefined)	-0.6&-0.1
COc1ccc2c3c([nH]c2c1)[C@@H](CO)NCC31CN(C(=O)C2CCCC2)C1	-0.4
O=C1CNC[C@H]2[C@@H](c3ccc(C4=CCCC4)cc3)[C@@H](CO)N12	-0.1
Cc1cc2nc(C3CCCCC3)c(Cc3cccc(Cl)c3)n2c(C)c1Br	-0.5

Next entries follow.
SMILES	TcdB GH inh
COc1ccc(-c2ccc([C@H]3[C@H]4CN(C(=O)NC(C)C)CC(=O)N4[C@H]3CO)cc2)cc1	0.3
CN(C)C(=O)N1CCN(C(=O)[C@H](CCc2ccccc2)NC(=O)[C@H]2O[C@@H](n3cnc4c(N)ncnc43)[C@H](O)[C@@H]2O)CC1	1.5
CCCCCCCCN1C(=O)[C@H](CC(=O)NCc2ccc(OC)c(OC)c2)C[C@@]2(C(=O)OC)CCCCC=C12	1.5
COc1cccc(C#Cc2ccc([C@@H]3[C@@H](CO)N4C(=O)CN(S(=O)(=O)c5ccccc5C)C[C@@H]34)cc2)c1	-0.1
COc1ccc(OC)c(N2C(=O)c3ccccc3C2c2nnnn2-c2ccc3c(c2)OCCO3)c1 (centres undefined)	1.6
O=C(c1ccccn1)N1CC(=O)N2[C@H](CO)[C@@H](c3ccc(C#CCc4ccccc4)cc3)[C@@H]2C1	1.2
CCNC(=O)C[C@H]1C=C[C@@H](NC(=O)C2CCOCC2)[C@@H](CO)O1	-0.9
COC(=O)C[C@H]1CC[C@H]2[C@@H](COc3ccc(NC(=O)c4ccccc4F)cc3C(=O)N2C)O1	0.5
COC(=O)c1cc(S(=O)(=O)NCC2CCN(C(=O)C(=O)c3cc4ccccc4o3)CC2)cs1	0.3
C/C=C/c1ccc(C2[C@@H]3CN(S(=O)(=O)c4ccccc4)C[C@H]2N3)cc1 (some centres undefined)	0.3
CCC(=O)N1CC2(CN(Cc3cccnc3)C2)c2c(n(C)c3cc(OC)ccc23)[C@H]1CO	0.8
O=C(c1cnccn1)N1CC(=O)N2[C@H](C1)[C@H](c1ccc(C#CC3CC3)cc1)[C@@H]2CO	-0.5
Cc1noc(C)c1S(=O)(=O)Nc1cccc2c1O[C@H](CN(C)Cc1ccc(C(=O)O)cc1)[C@@H](C)CN([C@H](C)CO)C2=O	2.0
CC=Cc1ccc2n(c1=O)C[C@@H]1N[C@H]2[C@H](C(=O)NC2CCCC2)[C@H]1CO (mixture of isomers)	0.6
COC(=O)[C@]12CCCCC=C1N(CCC1=CCCCC1)C(=O)[C@H](CC(=O)N1CCN(C(=O)c3ccco3)CC1)C2	0.0
C[C@@H]1ON(C)[C@H]2C[C@H]3c4cc(N5CCN(C)CC5)ccc4CCN3C[C@@H]12	0.9
COc1ccccc1-c1cccc2c3c([nH]c12)[C@@H]1C[C@H]2[C@@H](C(=O)N1CC3)[C@H](C)ON2C	2.6
O=C1NC[C@H](CCCCN2C[C@H](Cc3ccc(O)cc3)N(CCc3ccc(O)cc3)C(=O)C2=O)N(CC2CCCCC2)C1=O	1.7
C[C@H]1CN([C@@H](C)CO)C(=O)c2cccc(NC(=O)Nc3ccc4c(c3)OCO4)c2O[C@@H]1CN(C)Cc1ccc(Cl)c(Cl)c1	-2.7
